High-throughput results (PubChem BioAssay)
Tb PYK inh – inhibitors of Trypanosoma brucei pyruvate kinase; TbPYK enzyme, Kinase-Glo Plus ATP luminescence, 45 min; Potency, µM (doses to about 76.8 µM), for the others: at the highest dose activity, negative = inhibition, hits mostly inhibitors; 410,000 compounds, 0.12% hits; AID 624173; also: potency is read from the fitted curve at half-maximal effect; nearly all actives have a fitted effect of over 50% in size
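Activity of T. brucei pyruvate kinase was followed by Kinase-Glo Plus luminescence after the enzyme reacted 45 min at room temperature with 130 uM ADP (final) and substrate. Test compounds were added before ADP at multiple concentrations.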
AmpC detergent – inhibitors of E. coli AmpC beta-lactamase with detergent; 370,000 compounds, 0.041% hits; AmpC hydrolysis of nitrocefin, absorbance 480 nm, 0.01% Triton; Potency, µM (highest dose often 114 µM), without a hit: top-dose activity change, negative = inhibition, actives largely listed as inhibitors; P00811;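 also: potency is read from the fitted curve at half-maximal effect; 0% = no-compound wells and -100% = no-enzyme wells; nearly all actives have a fitted effect of over 25% in size; some results filed as inactive show a strong effect at the top dose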
Target sequence (P00811 whole entry, looked up): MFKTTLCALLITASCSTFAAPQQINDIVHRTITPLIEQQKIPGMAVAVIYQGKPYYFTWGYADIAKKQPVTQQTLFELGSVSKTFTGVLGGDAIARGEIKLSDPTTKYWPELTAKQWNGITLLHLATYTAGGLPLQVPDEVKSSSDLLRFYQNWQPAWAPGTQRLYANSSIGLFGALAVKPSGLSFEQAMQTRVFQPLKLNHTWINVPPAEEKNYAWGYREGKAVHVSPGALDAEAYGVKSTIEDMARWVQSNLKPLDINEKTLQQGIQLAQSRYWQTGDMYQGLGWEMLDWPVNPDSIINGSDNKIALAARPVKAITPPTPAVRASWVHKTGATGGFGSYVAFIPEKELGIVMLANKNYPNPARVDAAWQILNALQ
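AmpC (5.3 nM in the dispensed reagent) in 20 mM phosphate pH 7.0 with 0.01% (detergent screen) or 0.0001% Triton X-100 was preincubated with compounds for 15 min at room temperature. Nitrocefin was then added from an 800 uM solution, and hydrolysis was followed at 480 nm.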
AmpC no deterg – blocks E. coli AmpC beta-lactamase in detergent-free assay; P00811; AmpC nitrocefin hydrolysis, absorbance 480 nm, 0.0001% Triton; Potency, µM (series often up to 57.1 µM), without a hit: at the top dose activity change, negative = inhibition, actives largely listed as inhibitors; 330,000 compounds, 0.52% hits; AID 485341;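 also: potency is read from the fitted curve at half-maximal effect; plate controls were no compound for no effect and no enzyme for full effect; nearly all actives have a fitted effect of over 20% in size; some results filed as inactive show a strong effect at the top dose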
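AmpC (5.3 nM in the dispensed reagent) in 20 mM phosphate pH 7.0 with 0.01% (detergent screen) or 0.0001% Triton X-100 was preincubated with compounds for 15 min at room temperature. Nitrocefin was then added from an 800 uM solution, and hydrolysis was followed at 480 nm.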
HCMV inh – human cytomegalovirus inhibition; HFF cells, HCMV-luciferase reporter, 72 h; stronger effect = lower value; activity change, negative = inhibition, % at 57.5 µM; 410,000 compounds, 4.5% hits; AID 1259415; in the data active = activity change below about -60%; inconclusive = no clear call, values can overlap the other calls; inactive = above about -39%
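Luciferase read-out from HCMV-luciferase-infected HFFs (MOI 1 PFU/cell) 72 h post infection at 37C; compounds added after 16 h cell attachment; activity normalized between buffer-only basal and Salinomycin (10uM) inhibitor controls.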
LmPK inh – inhibitors of Leishmania mexicana pyruvate kinase; purified LmPK, Kinase-Glo ATP luminescence, 1 h; Potency, µM (highest dose often 57.5 µM), inactives show at the top dose activity change, negative = inhibition, most hits filed as inhibitors; 290,000 compounds, 0.37% hits; AID 1721; also: potency is read from the fitted curve at half-maximal effect
Target sequence (Q27686 whole entry, looked up): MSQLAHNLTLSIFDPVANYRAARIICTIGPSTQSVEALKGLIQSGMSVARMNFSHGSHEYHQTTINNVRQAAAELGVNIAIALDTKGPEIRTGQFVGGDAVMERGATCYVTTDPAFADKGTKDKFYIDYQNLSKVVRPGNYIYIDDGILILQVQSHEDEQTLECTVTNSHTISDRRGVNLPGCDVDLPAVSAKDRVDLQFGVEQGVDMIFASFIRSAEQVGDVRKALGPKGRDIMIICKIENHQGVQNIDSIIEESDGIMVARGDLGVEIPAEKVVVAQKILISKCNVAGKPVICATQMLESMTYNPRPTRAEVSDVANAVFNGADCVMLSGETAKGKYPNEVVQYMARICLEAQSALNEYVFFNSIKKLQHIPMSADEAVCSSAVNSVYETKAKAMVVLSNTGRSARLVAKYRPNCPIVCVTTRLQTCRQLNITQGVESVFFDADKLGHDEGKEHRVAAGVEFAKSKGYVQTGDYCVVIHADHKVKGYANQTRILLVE
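Kinase-Glo luminescence read after 1 h RT reaction of 0.1 nM LmPK with 0.5 mM PEP and 0.1 mM ADP. Activity scaled between uninhibited and enzyme-free controls.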
Sm TGR block – S. mansoni TGR enzyme inhibition; Q962Y6; purified TGR, DTNB reduction, TNB absorbance 405 nm; Potency, µM (top dose mostly 114 µM), inactives show at the highest dose activity change, negative = inhibition, most hits filed as inhibitors; 360,000 compounds, 3% hits; also: potency is read from the fitted curve at half-maximal effect; nearly all actives have a fitted effect of over 60% in size
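Kinetic colorimetric format: TGR-catalysed, NADPH-driven DTNB reduction monitored via TNB absorbance. Enzyme dispensed at 20 nM; compound exposure 15 min at room temperature before reaction start.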
AMA1-RON2 inh – disrupts binding of P. falciparum AMA1 to RON2; AlphaScreen AMA1-biotinylated RON2 peptide binding; Potency, µM (series often up to 58.2 µM), for the others: at the highest dose activity change, negative = inhibition, usual class: inhibitors; 360,000 compounds, 0.2% hits; AID 720542;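 also: potency is read from the fitted curve at half-maximal effect; 0% = vehicle wells and -100% = peptide control; nearly all actives have a fitted effect of over 45% in size; some results filed as inactive show a strong effect at the top dose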
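AMA1 (3D7) with his tag at 25 nM final met compounds first, then biotinylated RON2 peptide at 25 nM; detection used donor plus acceptor beads, 10 µg/mL apiece, read by AlphaScreen after 30 min at room temperature.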
* hit, by the source's call; ? = inconclusive; . = no result given; [ ] = dose if it differs, or a comment. Unless noted, calls follow the shape of the dose curve; as a rule, active = well fitted curve in the direction sought with a large enough effect; inconclusive = small, poorly fitted or top-dose-only effect, or another doubt; inactive = no such curve, though single readings can be large; an effect the other way counts as inactive or inconclusive. Unless noted, % is scaled to controls: 0 for no effect and ±100 for the full control effect.

SMILES	Tb PYK inh	AmpC detergent	AmpC no deterg	HCMV inh	LmPK inh	Sm TGR block	AMA1-RON2 inh
CC(NC(=O)COC(=O)c1cn(-c2ccccc2)nc1-c1cccs1)c1ccccc1 (stereo not given)	5%	?	?	-13	9%	0%	-7%
N#Cc1ccccc1NC(=O)C(=O)NCC(c1cccnc1)N1CCc2ccccc2C1 (stereo not given)	0%	12%	.	10	.	2%	.
C[C@@H]1COC(=O)[C@@H](Cc2ccc(F)cc2)CC/C=C\C[C@@H](CC(=O)NCCO)C(=O)N1	0%	.	136%[activator]	-23	.	.	-1%
CC(C)(C)c1ccc(Oc2cccc(C3CC(=O)C(C4NCCc5ccccc54)C(=O)C3n3cncn3)c2)cc1 (stereo not given)	3%	3%	75%[activator]	?	2%	0%	29%
O=C(Nc1nnc(Cc2ccccc2)s1)c1cccs1	-4%	-7%	-22%	52	2%	9%	4%
COc1ccccc1NC(=O)CCC(=O)OCc1ccc(Br)cc1	-2%	2%	5%	13	-2%	.	23%
COc1ccc(C2=NN(C(=O)CCC(=O)O)C(c3ccccc3F)C2)cc1 (stereo not given)	-1%	?	-29%	5	-2%	?	-9%
CN1CCc2c(c3ccccc3n2C)C1	0%	3%	-11%	-7	-3%	-10%	-12%
Cc1ccc(C)c(S(=O)(=O)N2CCN(C(=O)c3ccc(OCc4c(C)noc4C)cc3)CC2)c1	0%	-13%	192%[activator]	-19	.	0%	-12%
Cc1coc2c1c(C)cc1oc(=O)c(CC(=O)N[C@H](C(=O)O)C(C)C)c(C)c12	2%	0%	-20%	16	3%	-18%	9%
O=S(=O)(Nc1ccc(-c2nc3cccnc3s2)cc1)c1cc(F)ccc1F	-15%	1%	-30%	-3	-3%	-4%	-13%
CCN(CC)CCNC(=O)c1cn(CC)c2cc(N3CCN(C(=O)c4ccco4)CC3)c(F)cc2c1=O	3%	3%	22%	16	-7%	-3%	-4%
O=C(/C=C/c1cccc([N+](=O)[O-])c1)NCCSCc1c(Cl)cccc1Cl	-3%	?	-39%	-21	0%	-1%	2%
Cc1cccc2cc(CN(Cc3ccc(F)cc3)Cc3nnnn3C3CCCC3)c(=O)[nH]c12	-4%	?	-3%	-20	0%	17%	9%
COc1ccc(-c2csc3ncnc(Oc4ccc5c(C)cc(=O)oc5c4)c23)cc1	-16%	0%	-20%	5	5%	9%	-2%
COc1ccc(C2=NN(C(=O)CCC(=O)O)C(c3ccc(F)cc3)C2)cc1 (stereo not given)	7%	?	-11%	-9	-12%	-3%	-5%
COc1ccc([C@H]2/C=C\CN(S(C)(=O)=O)[C@@H](C)C(=O)N2Cc2ccc(F)cc2)cc1	3%	.	.	4	.	.	-4%
CC1(C(=O)N2CCN(C(=O)c3ccco3)CC2)CC1(Br)Br (stereo not given)	-9%	9%	0%	12	-14%	-30%	-5%
CC(=O)Nc1c(C(=O)Nc2ccc3c(c2)OCO3)oc2ccccc12	-1%	-9%	-18%	117	1%	0%	-13%
Cn1c(=O)c2c(ncn2CC(=O)OCC(=O)NCc2ccc(F)cc2)n(C)c1=O	-6%	.	.	-65*	.	.	6%

A run of entries from further up, as a working copy:
SMILES	Tb PYK inh	AmpC detergent	AmpC no deterg	HCMV inh	LmPK inh	Sm TGR block	AMA1-RON2 inh
CC(NC(=O)COC(=O)c1cn(-c2ccccc2)nc1-c1cccs1)c1ccccc1 (stereo not given)	5%	?	?	-13	9%	0%	-7%
N#Cc1ccccc1NC(=O)C(=O)NCC(c1cccnc1)N1CCc2ccccc2C1 (stereo not given)	0%	12%	.	10	.	2%	.

(cont.)
SMILES	Tb PYK inh	AmpC detergent	AmpC no deterg	HCMV inh	LmPK inh	Sm TGR block	AMA1-RON2 inh
CCOC(=O)c1cc(NC(=O)c2ccccc2)c(=O)n2c1oc1ccc(Cl)cc12	-15%	21%	.	-8	.	6%	.
Cc1cccc(OC(=O)c2cc(-c3ccc(Cl)cc3)on2)c1C	-5%	17%	.	1	.	6%	.
Cc1cc(C)cc(OCC(=O)NNC(=O)c2ccccn2)c1	2%	5%	-14%	-97*	.	-1%	76%[activator]
COc1ccccc1C(=O)Nc1ccc2c(c1)OCCO2	-6%	?	-16%	265	?	-9%	7%
O=C(C1CCCC1)N1CCN(S(=O)(=O)c2ccc(F)c(F)c2F)CC1	-3%	-4%	22%	13	6%	-10%	10%
CCOC(=O)C(C(=O)OCC)C(C#N)c1ccccc1 (stereo not given)	2%	1%	-6%	16	2%	0%	0%
Cc1oc(-c2ccccc2Cl)nc1CSCC(=O)N1CCCC1	14%	-10%	72%[activator]	-78*	4%	?	1%
COc1ccc(CN(C(=O)CSc2nnc(-c3ccc(OC)c(OC)c3)o2)c2ccc(F)cc2)cc1	3%	?	-43%	-11	3%	5%	-26%
O=C1N=C(N2CCc3ccccc3C2)S/C1=C\c1cccc(O)c1	4%	9%	-21%	8	8%	-7%	-8%
O=C(NC1CCCCCCC1)C1c2ccccc2C(=O)N1Cc1ccco1 (stereo not given)	1%	?	-24%	6	1%	-28%	-8%
CC1CCN(C(=O)CCC(=O)N2CC(C)Oc3ccccc32)CC1 (stereo not given)	-6%	?	-8%	4	-4%	12%	11%
Cc1ccc(C(=O)NCCCN2CCOCC2)cc1S(=O)(=O)N1CCCCC1	-3%	-14%	3%	-24	.	8%	24%
COCC(C)N1CCC(Oc2ccc(C(=O)NCc3ccccn3)cc2)CC1 (stereo not given)	1%	?	-15%	18	1%	2%	24%
CCCOC(=O)c1c(NC(=O)c2cc3nc(-c4ccc(OC)cc4)cc(C(F)(F)F)n3n2)sc2c1CCCC2	0%	0%	.	-3	.	53%[activator]	.
CCOC(=O)C1=C(C)Nc2nc(SCC)nn2C1c1ccc(OC)cc1 (stereo not given)	-4%	-2%	-24%	-22	-2%	-9%	-14%
COc1cc(C2=NOC(C(=O)Nc3c(C)n(C)n(-c4ccccc4)c3=O)C2)cc(OC)c1OC (stereo not given)	-11%	3%	3%	-2	-6%	-4%	3%
O=c1c2c(nc3c(-c4ccccc4)c[nH]n13)CCCC2	3%	?	-19%	-37	1%	0%	7%
O=C1N=c2ccccc2=C1c1sc(=S)n(Cc2ccccc2Cl)c1O	-8%	-4%	-18%	28	-3%	1%	0%
CN(CC(=O)O/N=C(\N)c1ccccn1)S(=O)(=O)c1ccccc1	-4%	-1%	-21%	55	-4%	-26%	39%[activator]
CC(C)=CCN1CCN(Cc2cnc(C)s2)CC1CCO (stereo not given)	2%	2%	-37%	-9	4%	11%	-23%
C=C1CCN([C@@H](CC(C)C)C(=O)NCc2cc(OC)c(OC)c(OC)c2)S(=O)(=O)c2ccccc21	-2%	.	.	5	.	.	-6%
CC1CC(=NNC(=O)C2COc3ccccc3O2)CC(C)(C)C1 (stereo not given)	-3%	.	-21%	10	.	.	20%
O=C(/C=C/c1ccc([N+](=O)[O-])cc1)N1CCN(S(=O)(=O)c2cccs2)CC1	-17%	-3%	-6%	-14	2%	-16%	-1%
Cn1c(N)c(C(=O)Nc2cccc(Cl)c2)c(=O)n(C)c1=O	2%	2%	-12%	156	-9%	-8%	0%
COc1ccc(-c2noc(CCCOc3ccccc3)n2)cc1OC	2%	2%	113%[activator]	58	2%	-6%	27%
COc1ccc2c(c1[N+](=O)[O-])CCC/C2=N/OC(=O)c1cccc2ccccc12	1%	-14%	-23%	-2	0%	-20%	3%
COc1ccc(/C=N/NC(=S)Nc2ccccc2)cc1COc1ccc(F)cc1F	4%	-3%	18µM*	-9	-3%	-17%	15%
CCOC(=O)CSc1ncnc2c1cnn2-c1ccc(C)cc1	-10%	?	-13%	-3	-3%	-1%	5%
CCOC(=O)c1c(NC(=O)C(C)N2CCN(C(=O)c3ccco3)CC2)sc2c1CCCC2 (stereo not given)	8%	2%	109%[activator]	-39	0%	-23%	?
CN(Cc1ccc(F)cc1)C(=O)c1cccc(S(=O)(=O)N2CCN(c3ccc(F)cc3)CC2)c1	2%	-20%	43%	-38	.	1%	?
N#C/C(=C/c1ccccc1)c1nn(CCO)c(N)c1C#N	-1%	-1%	-12%	22	-2%	-2%	4%
Cc1cccc(C)c1NC(=S)NC(=O)c1ccc(Br)o1	-20%	2%	-14%	-33	1%	.	80%[activator]
Cc1ccc2cc([N+](=O)[O-])ccc2n1	11%	3%	-16%	-5	-5%	-9%	-6%
FC(F)(F)c1ccc(CN2CCNCC2)cc1	-1%	3%	-9%	-27	-1%	-3%	-9%

Some entries already given, reduced to Tb PYK inh, AmpC detergent and AMA1-RON2 inh:
molecule	Tb PYK inh	AmpC detergent	AMA1-RON2 inh
CCOC(=O)CSc1ncnc2c1cnn2-c1ccc(C)cc1	-10%	?	5%
CC(C)(C)c1ccc(Oc2cccc(C3CC(=O)C(C4NCCc5ccccc54)C(=O)C3n3cncn3)c2)cc1 (stereo not given)	3%	3%	29%
CCOC(=O)c1c(NC(=O)C(C)N2CCN(C(=O)c3ccco3)CC2)sc2c1CCCC2 (stereo not given)	8%	2%	?

Quoted from the listing.
Under Sm TGR block, `CCOC(=O)c1c(NC(=O)C(C)N2CCN(C(=O)c3ccco3)CC2)sc2c1CCCC2` (stereo not given) is listed with -23%
Under AmpC no deterg, `N#C/C(=C/c1ccccc1)c1nn(CCO)c(N)c1C#N` is listed with -12%
Under AMA1-RON2 inh, `Cc1cccc(C)c1NC(=S)NC(=O)c1ccc(Br)o1` is listed with 80%[activator]
Under HCMV inh, `CN(Cc1ccc(F)cc1)C(=O)c1cccc(S(=O)(=O)N2CCN(c3ccc(F)cc3)CC2)c1` is listed with -38
Under Sm TGR block, `COc1ccc(-c2noc(CCCOc3ccccc3)n2)cc1OC` is listed with -6%
